# From PubChem
# SIAE inh – inhibitors of human sialic acid acetylesterase SIAE; AID 1053197; SIAE FP-Rh probe binding, fluorescence polarization; inhibition, % at 9.66 µM; 370,000 tested, 0.69% active;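 active = inhibition above a cutoff: mean of compounds within the control limits plus 3 SD of those, cut at about 17% in these data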;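 also: 0% = plate median of compound wells and 100% = probe without SIAE protein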
# HTRA1 inhibitor – blocks human HTRA1 serine peptidase; Q92743; 340,000 tested, 0.5% active; recombinant HTRA1, FP-rhodamine activity-based probe, fluorescence polarization; inhibition, % at 5.96 µM; in the data active = inhibition above about 36%;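 also: 0% = enzyme with DMSO and 100% = wells lacking enzyme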
# LEDGF integ inh – blocks HIV-1 LEDGF/p75-dependent DNA integration. AID 743269. TR-FRET IN-LEDGF/p75 DNA integration, Eu/Cy5. inhibition, % at 3.7 µM. 370,000 tested, 0.64% active;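 active = inhibition above the screen-wide mean plus 3 SD, cut at about 13% in these data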;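 also: signal is the Cy5 over europium emission ratio at 671 and 618 nm; 0% = plate median of compound wells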
# rCAG binder – binds r(CAG) RNA repeats; r(CAG) RNA repeat, TO-PRO-1 dye displacement fluorescence; inhibition, % at 3 µM; 370,000 tested, 1.3% active;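 active = inhibition above the plate cutoff, the mean of all test compounds on that plate plus 3 SD, cut at about 35% in these data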;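 also: 0% = DMSO alone and 100% = 100 µM mitoxantrone as full dye displacement; higher means more dye released from RNA so lower well fluorescence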
# TDP2 inh – blocks human TDP2 phosphodiesterase activity; 370,000 tested, 0.34% active; AID 720702; inhibition, % at 12.8 µM; recombinant TDP2, T5PNP hydrolysis, p-nitrophenol absorbance 415 nm; O95551;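 active = inhibition above the mean of all tested compounds plus 3 SD, set per campaign, cut at about 25% in these data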;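 also: 0% = DMSO with enzyme and 100% = buffer with substrate but no TDP2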
#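 Read-out basis: percent inhibition. System: recombinant human TDP2. Buffer or medium: Mg2+-containing Tris-HCl buffer, pH 7.5. Repeats: single replicate. Timing: reaction 2 h, 37 °C. Benchmarks: high control without enzyme, low control DMSO plus TDP2. Probe or stimulus: 5 mM T5PNP. Doses: 12.8 µM only. Measured by: epi absorbance of p-nitrophenol freed from T5PNP by hydrolysis.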
# ABHD4 inh – inhibits mouse alpha/beta hydrolase domain 4; purified mABHD4, FP-Rh probe fluorescence polarization; inhibition, % at 8.92 µM; 370,000 tested, 0.54% active; AID 720543;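 active = inhibition exceeding the mean over every tested compound plus 3 SD, cut at about 30% in these data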;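 also: 0% = plate median of compound wells and 100% = S159A mutant with DMSO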
# Target sequence (Q8VD66 whole entry, looked up, the tested form may be a part): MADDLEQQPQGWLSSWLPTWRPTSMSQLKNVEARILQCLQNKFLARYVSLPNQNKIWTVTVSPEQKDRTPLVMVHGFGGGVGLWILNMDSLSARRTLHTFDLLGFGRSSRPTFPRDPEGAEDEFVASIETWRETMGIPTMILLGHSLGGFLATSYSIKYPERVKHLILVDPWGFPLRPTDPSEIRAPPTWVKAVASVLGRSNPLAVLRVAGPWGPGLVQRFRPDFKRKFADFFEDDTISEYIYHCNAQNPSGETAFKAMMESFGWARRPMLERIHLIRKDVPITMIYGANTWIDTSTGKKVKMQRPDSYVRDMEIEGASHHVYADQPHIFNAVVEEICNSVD
#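 Doses – 8.92 µM, single dose · Material – wild-type mouse ABHD4 protein · Replication – single well per compound (singlicate) · Measure – percent inhibition of probe binding, normalized to plate controls · Schedule – 45 min compound pre-incubation plus 60 min probe step, 25 °C · Detection – fluorescence polarization with parallel and perpendicular emission, 525/598 nm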
# PRMT1 inh – blocks human protein arginine methyltransferase 1; AID 652257; Q99873; inhibition, % at 2.79 µM; 370,000 tested, 1.3% active; recombinant PRMT1, activity-based probe fluorescence polarization;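 active = inhibition above about 21% made by adding two undisclosed values, limit read from the data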
# TCR CD3 inh – inhibitors of human TCR-CD3 interaction; TAMRA-labeled TCR probe fluorescence, biochemical; inhibition, % at 9.4 µM; 360,000 tested, 0.37% active; in the data active = inhibition above about 19%;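 also: recombinant mutant TCR 2C K166C tagged with TAMRA read by polarization; 0% = receptor in buffer alone and 100% = receptor with positive control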
# PG9 Ab binder – PG9 antibody binding by small molecule. TR-FRET gp120-PG9 antibody binding. AID 624416. 360,000 tested, 0.43% active. inhibition, % at 6.7 µM; in the data active = inhibition above about 8.5%
# NR1D1 modulator – modulators of human Rev-erb alpha DNA binding | Rev-erbα–FITC-DNA binding, fluorescence polarization, 90 min | activity, % at 10 µM | AID 1259318 | 370,000 tested, 0.79% active | P20393;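 active = activity above about 14%, limit read from the data; passing the limit was not always enough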;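 also: 0% = DMSO wells with 35 nM protein and 100% = DMSO wells with 750 nM protein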
# Target sequence (P20393 whole entry, looked up): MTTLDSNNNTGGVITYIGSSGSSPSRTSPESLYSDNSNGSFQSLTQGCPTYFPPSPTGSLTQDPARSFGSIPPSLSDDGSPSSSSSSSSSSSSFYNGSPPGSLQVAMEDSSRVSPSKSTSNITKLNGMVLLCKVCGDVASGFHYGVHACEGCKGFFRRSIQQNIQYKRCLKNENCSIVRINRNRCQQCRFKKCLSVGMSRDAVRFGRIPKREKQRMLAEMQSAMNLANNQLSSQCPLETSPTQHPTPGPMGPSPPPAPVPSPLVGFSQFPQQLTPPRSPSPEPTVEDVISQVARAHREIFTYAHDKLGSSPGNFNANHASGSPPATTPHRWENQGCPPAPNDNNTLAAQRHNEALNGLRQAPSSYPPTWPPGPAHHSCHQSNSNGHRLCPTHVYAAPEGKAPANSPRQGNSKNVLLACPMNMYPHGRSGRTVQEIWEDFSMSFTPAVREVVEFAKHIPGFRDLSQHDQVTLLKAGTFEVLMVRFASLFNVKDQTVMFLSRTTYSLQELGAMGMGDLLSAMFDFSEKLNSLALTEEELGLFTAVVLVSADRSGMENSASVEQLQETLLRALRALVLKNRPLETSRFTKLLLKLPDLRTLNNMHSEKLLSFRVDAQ
# * = called active by the depositor; / = no result given.
# Every second line gives: SIAE inh | HTRA1 inhibitor | LEDGF integ inh | rCAG binder | TDP2 inh | ABHD4 inh | PRMT1 inh | TCR CD3 inh | PG9 Ab binder | NR1D1 modulator
- COc1ccc(C(=O)Nc2ccc(OCC(=O)N3CCOCC3)cc2)c(OC)c1OC
 : 2.5 | 13.3 | 1.8 | -5.6 | 6.5 | -6.8 | -2.9 | -1.3 | -2.3 | 0.3
- CCOc1ccc(/C=N/NC(=O)c2cccc3ccccc23)c(OCC)c1
 : 4.0 | 7.7 | 2.4 | 0.2 | 1.7 | -0.1 | -0.6 | 12.2 | -0.7 | -1.9
- O=C(NC1CCCc2ccccc21)c1cc(Cl)ccn1 (configuration not stated)
 : 1.6 | -4.0 | -0.9 | 1.2 | 17.1 | 5.8 | 4.3 | -3.8 | 0.9 | -2.4
- COCCCN1C(=O)N(c2ccc(F)cc2)C(=O)C1CC(=O)Nc1ccccc1 (configuration not stated)
 : -5.0 | -0.8 | 1.6 | -4.3 | -1.4 | -0.3 | 3.8 | 3.8 | -1.7 | 1.7
- CCCCn1nnnc1C(c1ccccc1)N1CCN(c2ccc(F)cc2)CC1 (configuration not stated)
 : 0.3 | / | 3.5 | -0.3 | -2.3 | 0.2 | -6.5 | -0.2 | -0.6 | -5.9
- O=C(NC1CC2CCCC(C1)N2Cc1ccco1)NC12CC3CC(CC(C3)C1)C2 (configuration not stated)
 : 3.7 | 2.3 | -0.4 | -9.4 | -2.7 | 3.4 | -0.9 | -3.6 | -0.6 | 1.6
- CN1C(=O)c2ccccc2C(C(=O)O)C1c1cccc([N+](=O)[O-])c1 (configuration not stated)
 : 1.8 | 0.4 | 2.8 | 0.3 | 7.0 | -4.5 | 0.7 | 10.4 | -2.1 | -3.7
- O=C(NCc1ccccc1)C(c1ccccc1F)n1c(=O)c(-c2cc3ccccc3[nH]2)nc2ccccc21 (configuration not stated)
 : -47.3 | / | 0.7 | 16.0 | 6.5 | -42.3 | 1.4 | -0.5 | 0.1 | 1.6
- CCOc1ccc(NC(=O)CSc2nc(=O)n(CCN3CCOCC3)c3c2CCCC3)cc1
 : -2.4 | -2.4 | -2.6 | -1.1 | 6.6 | 16.3 | -4.4 | 0.0 | -0.7 | -0.4
- COC(=O)CSc1nnc(COc2ccc3ccccc3c2)o1
 : -3.1 | 1.9 | 1.1 | -5.9 | 0.0 | 2.9 | 3.2 | 0.4 | 0.3 | -0.4
- COc1ccccc1C(=O)NCCC(=O)N(C)CC(=O)Nc1ccc(Cl)cc1
 : 2.1 | 2.2 | 2.9 | -6.3 | -4.0 | 1.7 | -1.6 | -10.0 | -0.8 | 6.5
- Cc1cccc(OCc2nnc(SC(C)C(=O)O)n2-c2ccccc2)c1 (configuration not stated)
 : -2.4 | -21.0 | 0.1 | 8.9 | 7.2 | -4.0 | 0.3 | -1.3 | 1.8 | -2.8
- O=C(Nc1ccccc1C(F)(F)F)c1cc2ccccc2o1
 : 0.1 | -11.3 | 6.0 | 1.3 | -2.3 | -1.2 | 0.6 | 6.6 | 1.7 | 2.4
- COc1cc2c(cc1OC)CN(C(=O)/C=C/c1cccc([N+](=O)[O-])c1)CC2
 : -0.7 | 3.3 | 0.8 | -2.0 | -3.7 | -0.9 | -0.3 | 4.9 | -3.6 | 2.1
- CCCc1cc(=O)n2c([nH]c3ccccc32)c1C#N
 : 3.4 | 0.2 | -3.6 | 0.7 | 2.3 | 9.4 | -0.1 | 3.0 | -0.3 | -5.5
- COc1ccc(OC)c(C(c2nnnn2C(C)(C)C)N2CCc3ccccc3C2)c1 (configuration not stated)
 : 6.5 | -19.1 | 0.7 | 1.9 | -3.8 | -1.4 | 0.1 | 2.8 | -4.7 | 1.6
- COc1nc(NCCc2ccc(OC)c(OC)c2)nc(OC)n1
 : -4.5 | -12.6 | -1.3 | -7.5 | 0.2 | 3.4 | 0.8 | -11.9 | 0.7 | 2.4
- CSc1ncccc1C(=O)Nc1ccc(S(=O)(=O)N2CCCC2)cc1
 : 0.2 | -13.4 | -2.2 | 2.2 | 0.7 | -0.5 | -1.8 | 3.0 | -0.6 | 3.8
- Cc1nc(SCC(=O)N2CCOCC2)c2c(=O)n(C)c(=O)n(CC(C)C)c2n1
 : -5.5 | 0.2 | -0.2 | -0.2 | 6.1 | 1.2 | -3.1 | 4.0 | -0.5 | -6.4
- COC(=O)c1ccccc1NC(=O)COC(=O)c1cccnc1
 : -6.9 | 0.9 | -1.0 | -1.2 | 4.1 | 5.2 | -1.8 | -0.8 | -0.4 | 0.9
- CC(C)(C)c1nnc(NC(=O)C2c3ccccc3Oc3ccccc32)s1
 : -6.9 | -41.3 | -0.3 | -3.7 | 2.8 | -3.4 | 19.7 | -3.4 | 1.2 | 0.0
- CCN(CC)CCSc1nc2ccccc2n1Cc1ccccc1
 : -2.4 | 0.0 | -0.9 | -8.0 | 4.2 | 10.2 | -1.5 | -4.0 | -0.4 | 8.0
- CC1=NN(C(N)=S)C(=O)C1N=Nc1ccccc1 (configuration not stated)
 : 0.1 | 0.9 | 3.6 | 1.9 | 8.3 | -3.5 | -4.2 | 3.0 | -8.2 | 2.0
- Cc1ccccc1NC(=O)COC(=O)C1CC2CCCC(C1)C2=O (configuration not stated)
 : 12.8 | 6.5 | 2.5 | -1.4 | 2.5 | 0.0 | -7.2 | -1.2 | -1.0 | 0.3
- COC(=O)[C@H]1C[C@]2(C(/C=C(\C)CCC=C(C)C)S(=O)(=O)c3ccccc3)c3ccccc3N[C@H]2N1 (some centres not stated)
 : 3.6 | / | -1.8 | / | 7.2 | 8.4 | 2.0 | / | / | -3.8
- Cc1cc(C)c(NC(=O)CSc2nc3ncc(Br)cc3[nH]2)c(C)c1
 : -10.1 | -0.1 | 3.4 | 2.3 | 18.1 | 0.5 | -1.4 | -12.3 | 39.3* | 124.0*
- CN(C[C@H](Cc1ccccc1)N(C[C@H](CC1CCCCC1)N(CCc1ccccc1)N=O)N=O)N=O
 : 6.6 | -6.7 | -1.7 | 4.7 | -1.1 | 5.4 | 0.6 | 1.7 | -0.5 | -2.2
- COc1ccc(F)cc1-c1cc(C(=O)NC2CCCCC2)[nH]n1
 : -6.4 | / | 2.4 | -0.3 | -16.0 | -4.7 | -5.5 | -6.8 | -1.3 | -1.9
- Cc1ccccc1-c1nc(CN2CCC(C(=O)NCCCN3CCOCC3)CC2)c(C)o1
 : -4.5 | 4.2 | -2.0 | -4.6 | 2.6 | -16.6 | 7.5 | -1.7 | -0.1 | -4.9
- Cc1ccsc1CN(C)CC(=O)Nc1ccc([N+](=O)[O-])cc1Cl
 : -1.3 | -4.8 | 1.2 | 0.3 | 14.2 | 2.5 | -0.2 | 12.7 | -1.8 | 5.9
- NS(=O)(=O)c1cccc(NC(=O)CSc2nnnn2-c2ccccc2)c1
 : 4.0 | -3.8 | -5.2 | 7.7 | -1.4 | 3.1 | 7.0 | -12.0 | -0.1 | -1.4
- COc1ccc(-c2noc(CCC(=O)N3CCN(c4ccccc4OC)CC3)n2)cc1
 : -4.7 | 3.7 | 3.3 | -1.4 | 1.7 | -1.7 | -0.1 | 1.2 | 0.1 | 1.0
- Cc1nc(N2CCN(c3ccccc3)CC2)nc2c1C(=O)CC(C)C2 (configuration not stated)
 : 0.2 | 4.8 | -1.7 | -1.3 | 2.8 | -2.5 | -1.2 | 6.7 | -3.4 | -1.9
- CCCCCOc1ccc(NC(=O)C(=O)NCCCn2ccnc2)cc1
 : -6.2 | 2.4 | -2.3 | -4.5 | 1.7 | 2.4 | -0.1 | 1.7 | -0.7 | -0.3
- CC1(C(=O)NS(=O)(=O)c2ccccc2)CCN1C(=O)C/C=C/c1ccccc1 (configuration not stated)
 : 3.3 | / | -0.3 | 7.1 | -2.0 | 9.4 | 1.5 | -3.6 | -0.6 | -2.0
- CCOC(=O)C1CCCN(S(=O)(=O)c2cc(Br)cc3c2N(C(=O)CC)CC3)C1 (configuration not stated)
 : 3.3 | 2.5 | -1.2 | 0.0 | 16.4 | -0.6 | 0.2 | 4.8 | 1.1 | 2.1
- CCOC(=O)CCC(NC(=O)CCC(=O)NC(CCC(=O)OCC)C(=O)OCC)C(=O)OCC (configuration not stated)
 : 5.0 | 0.0 | -5.8 | -3.9 | 1.6 | 2.5 | 1.1 | -4.7 | -1.3 | -0.2
- COCc1cc(C)nc(SCC(=O)Oc2ccc(Cl)cc2)c1C#N
 : 0.2 | 0.7 | 2.2 | -0.5 | 8.8 | 3.9 | -0.1 | 4.0 | 0.5 | 2.2
- CCOc1ccc(C2Nc3ccccc3C(CC)(CC)O2)cc1 (configuration not stated)
 : 0.1 | 1.4 | -0.6 | 0.0 | -8.4 | 3.5 | 6.5 | -10.2 | -1.4 | -0.2
- Cc1ccc(-n2nnnc2SCC(=O)Nc2nc(-c3ccc(F)cc3)cs2)cc1C
 : -60.0 | -5.5 | 0.7 | 1.1 | 4.4 | -2.7 | 0.2 | 5.0 | -0.4 | 6.3
- CC(C)COc1ccc(CNC(=S)Nc2ccccc2)cc1Cl
 : -12.4 | -42.1 | -1.6 | 1.9 | -7.1 | -33.8 | -1.0 | 0.4 | -1.0 | 11.8
- CC1(C(=O)Nc2ccc3c(c2)OCCO3)CSCC(=O)N1CC(F)(F)F (configuration not stated)
 : 1.0 | / | 3.9 | 2.9 | -14.6 | -10.6 | -4.2 | 2.6 | -1.1 | -10.6
- COc1cccc(CNC(=O)COC(=O)CCCNC(=O)c2ccc(Cl)cc2)c1
 : 0.3 | -2.5 | 5.1 | -5.4 | 0.9 | -4.3 | -4.0 | 6.2 | 0.4 | -7.2
- COCCN(Cc1ccccc1)C(=O)c1cccc(S(=O)(=O)N(C)c2c(C)n(C)n(-c3ccccc3)c2=O)c1
 : 0.9 | 0.7 | -3.0 | -8.6 | -1.7 | 0.1 | 2.7 | 0.5 | -1.5 | -1.3
- O=c1c2ccccc2cnn1-c1ccc(Cl)cc1
 : 0.9 | 2.2 | 1.5 | -1.7 | -4.3 | 4.3 | -1.9 | 7.2 | 1.9 | 1.9
- NC(=O)c1ccccc1NC(=O)CS(=O)(=O)Cc1ccccc1
 : 9.3 | -3.8 | 0.4 | 1.9 | -13.0 | -8.9 | 3.3 | -1.6 | -0.4 | -1.4
- O=C1CCCc2ccccc2N1Cc1cccc(Cl)c1
 : 1.3 | -3.3 | 1.3 | -7.6 | -4.0 | 2.5 | 1.1 | -0.9 | -0.6 | 7.0
- CC1CN(C2CCN(S(=O)(=O)Cc3ccccc3)CC2)CC(C)O1 (configuration not stated)
 : 2.5 | 1.7 | 1.9 | -2.2 | 11.2 | 3.7 | 0.2 | 4.7 | 1.0 | -2.7
- O=C(CN1CCN(c2ccc(O)cc2)CC1)NC(=O)NCc1ccco1
 : 6.9 | 4.9 | 4.6 | 4.0 | -0.5 | 16.5 | 18.6 | 5.6 | -2.9 | 1.6
- Cc1ccc2cc(C#N)c(N3CCN(C(=O)c4cccs4)CC3)nc2c1
 : 9.9 | -10.0 | 4.2 | 1.0 | -14.4 | -6.6 | -0.4 | -0.9 | -1.8 | 2.0
- CCN(CC)C(=O)c1ncn(Cc2ccccc2)c1C(=O)N(CC)CC
 : -1.9 | -2.9 | -0.7 | -6.9 | -1.5 | -2.6 | 0.2 | -1.1 | 0.4 | -6.6

# This is a subset; rates above refer to the full screens.
